CRFBP-R2 block: antagonists of CRF-binding protein/CRF-R2 receptor complex. inhibition, % at 11.8 µM. HEK293 CRF-R2/CRF-BP, CRF-induced calcium fluorescence. 350,000 tested, 0.59% active;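 active = inhibition of the ligand-induced calcium signal above about 50% at the single tested concentration, limit read from the data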
IDE cell inh: cellular human IDE inhibition; P14735; HEK cells, FAbetaB cleavage, fluorescence polarization; inhibition, % at 5.59 µM; 320,000 tested, 0.41% active; AID 434962;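 active = percent inhibition above the average of all tested compounds plus 3 SD, set per screening campaign, cut at about 16% in these data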;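 also: IDE supplied by intact live HEK cells; FP after avidin binding of uncleaved biotin substrate so inhibition keeps polarization high; 0% = DMSO wells and 100% = 60 µM reference IDE inhibitor Ii1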
CRFR2-BP ag: agonists of human CRF-binding protein/CRF-R2 receptor complex | HEK293 CRF-R2/CRF-BP, calcium dye fluorescence (FLIPR); percent of saturating CRF peptide response | activation, % at 13.2 µM | 350,000 tested, 0.46% active | AID 588473;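 active = activation of at least 50%, plus an integration ratio under a set limit after plate pattern correction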;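 also: plate controls were neutral control wells without compound for no effect and CRF at EC100 for full effect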
MEKK3 PB1 HTS: raises or lowers MEK5 binding to the human MEKK3 PB1 domain; 290,000 tested, 1.4% active; bead-based flow cytometry, Alexa488-MEK5 binding to MEKK3; actives lie on both sides; 0 = blocked by unlabeled MEK5, 100 = vehicle; binding response (% of control), % at 10 µM; Q99759; AID 1529;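 active = binding response more than 3 SD above or below the average of its plate-row segment, actives on both sides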;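 also: Alexa488 bead fluorescence after subtracting the streptavidin-only scavenger bead signal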
Target sequence (Q99759 whole entry, looked up, the tested form may be a part): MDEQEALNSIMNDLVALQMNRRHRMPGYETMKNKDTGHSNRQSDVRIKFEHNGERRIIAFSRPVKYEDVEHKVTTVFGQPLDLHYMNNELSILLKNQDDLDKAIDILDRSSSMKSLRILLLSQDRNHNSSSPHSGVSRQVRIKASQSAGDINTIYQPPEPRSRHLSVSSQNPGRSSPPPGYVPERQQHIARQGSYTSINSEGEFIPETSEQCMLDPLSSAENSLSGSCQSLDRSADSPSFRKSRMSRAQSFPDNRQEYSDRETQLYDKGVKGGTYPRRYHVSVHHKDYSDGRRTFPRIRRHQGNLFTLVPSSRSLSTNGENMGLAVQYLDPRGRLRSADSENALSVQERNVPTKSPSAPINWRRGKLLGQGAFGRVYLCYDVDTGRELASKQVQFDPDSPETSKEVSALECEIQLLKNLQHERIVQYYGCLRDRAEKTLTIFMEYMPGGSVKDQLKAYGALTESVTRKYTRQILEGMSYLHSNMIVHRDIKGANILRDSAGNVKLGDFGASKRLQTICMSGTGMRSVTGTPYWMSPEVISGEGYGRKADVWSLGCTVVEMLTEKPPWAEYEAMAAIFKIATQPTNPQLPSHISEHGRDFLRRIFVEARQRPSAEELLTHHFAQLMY
IDE act: IDE (human) activation, cell-based; HEK cells, FAbeta-B cleavage, fluorescence polarization; 0% vehicle, 100% cell-free pure enzyme wells; activation, % at 5.96 µM; 340,000 tested, 0.073% active;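 active = activation above the mean of all tested compounds plus 3 SD, set per screening campaign, cut at about 17% in these data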
GalR3 antagonist: blocks the human galanin receptor 3. inhibition, % at 3 µM. 360,000 tested, 0.44% active. O60755. HEK293 GalR3-CNG cAMP membrane potential fluorescence; galR3 body fused to GalR1 C-terminus;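 active = inhibition above the screen-wide average plus 3 SD, cut at about 13% in these data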;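 also: forskolin and galanin both at EC90 stimulate the cells; cAMP rise reported by CNG channel membrane potential dye signal; 0% = forskolin plus galanin with DMSO and 100% = forskolin alone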
Target sequence (O60755 1-299 limits assumed): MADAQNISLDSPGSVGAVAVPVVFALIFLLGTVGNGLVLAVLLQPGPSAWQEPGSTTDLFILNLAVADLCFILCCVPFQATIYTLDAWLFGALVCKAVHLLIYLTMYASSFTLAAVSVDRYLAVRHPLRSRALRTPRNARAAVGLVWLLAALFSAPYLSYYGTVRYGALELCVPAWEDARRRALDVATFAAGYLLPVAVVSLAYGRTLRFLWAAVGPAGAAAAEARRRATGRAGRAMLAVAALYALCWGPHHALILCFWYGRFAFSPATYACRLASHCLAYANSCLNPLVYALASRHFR
PHOSPHO1 inh: PHOSPHO1 (human) inhibition. 290,000 tested, 1.1% active. recombinant PHOSPHO1, absorbance phosphatase assay. inhibition, % at 13.3 µM. Q8TCT1; in the data active = inhibition above about 60%
M4 PAM: potentiates acetylcholine response at human M4 receptor; P08173; CHO-K1 hM4/Gqi5, Fluo-8 calcium fluorescence, ACh EC20; 0% = ACh EC20, 100% = maximal ACh; activation, % at 3 µM; 360,000 tested, 0.4% active;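 active = activation above its plate's cutoff, the mean activation of sample wells plus 3 SD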; also: some results filed as inactive read as strong as hits
pCIP destab: p/CIP protein destabilization | Q05BA5 | F442A p/CIP-EGFP cells, EGFP fluorescence, 16 h | decrease of EGFP signal, % at 10 µM | 290,000 tested, 0.01% active;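 active = EGFP signal decrease of at least 30% at 10 µM or well 3 SD below plate mean, unless failing retest; inactive = the rest, including hits failing retest or dose response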; also: some compounds called inactive have numbers as strong as hits; many of its hits are not listed in these tables
An asterisk follows results filed as active; . = not tested or not shown.

SMILES	CRFBP-R2 block	IDE cell inh	CRFR2-BP ag	MEKK3 PB1 HTS	IDE act	GalR3 antagonist	PHOSPHO1 inh	M4 PAM	pCIP destab
O=C(NCc1ccc(Cl)cc1)C1CCN(C(=O)Cc2ccccc2)CC1	-22	3	-7.3	101	-1	-4	46	5	-14
O=C(CC1OC(=O)c2ccccc21)Nc1ccccc1N1CCOCC1 (stereo unspecified)	-11	-3	1.2	92	2	-3	-10	1	0
CCN(CC(=O)Nc1ccc(NC(C)=O)cc1)CC(=O)Nc1ccc(F)c(Cl)c1	-6	-1	0.0	110	2	4	28	-12	-7
CCOc1ccccc1NC(=O)C1CCCN(S(=O)(=O)c2ccc3c(c2)CCCN3C(C)=O)C1 (stereo unspecified)	19	.	-0.9	.	.	-1	.	7	.
CCN(CC)CCn1c(NCc2ccc(C)o2)nc2ccccc21	1	-1	0.2	.	1	-3	14	3	6
C=C(C)CC1(NC(C)c2ccccc2)CCCCC1 (stereo unspecified)	0	12	-4.3	98	3	-4	-4	-6	-3
N#C/C(=N\Nc1cccc([N+](=O)[O-])c1)C(=O)c1ccc(Br)cc1	52*	-3	22	71	0	-7	42	-11	-14
CN(CCO)c1cc(N2CCCCC2)c2nonc2c1[N+](=O)[O-]	16	-1	0.1	119	-3	7	-1	16	4
Cc1cc(C)c(C(=O)N2CCC(N3CCC(C(=O)NC(C)C)CC3)CC2)o1	4	-2	-2.2	104	8	1	38	5	-91
CCOC(=O)CSc1nc(C2CC2)cc(-c2ccc(Cl)cc2)c1C#N	-12	4	7.6	106	2	-5	33	2	-8
OCCC1CN(CCCc2ccccc2)CCN1Cc1ccccc1 (stereo unspecified)	-20	-4	-1.5	96	3	-8	20	-9	4
CCn1c(N2CCN(Cc3ccc([N+](=O)[O-])cc3)CC2)nc2ccccc21	27	0	-2.1	100	3	-4	8	-7	-20
CCN1CCN(C(=O)c2ccc(S(=O)(=O)Nc3ccccc3)cc2)CC1	14	-2	-0.1	.	-4	-6	.	8	.
COc1cc(CC2COC(c3ccc(O)c(OC)c3)C2COC(C)=O)ccc1O (stereo unspecified)	2	5	-3.1	103	5	-2	31	1	-3
CC1=C(C(=O)N(C(C)C)C(C)C)CC(CC(=O)NC2CCCC2)C(=O)N1Cc1ccccc1 (stereo unspecified)	-1	.	6.5	.	.	-7	.	9	.
Cc1ccccc1C(=O)Nc1c(C(=O)N(CCN(C)C)Cc2ccco2)oc2ccccc12	-6	-5	-0.9	97	4	-3	34	-7	-7
COc1ccc(C)cc1NC(=O)CNCc1cccs1	0	-5	-0.1	101	-6	-9	3	-5	-23
CCOC(=O)Cc1csc(NC(=O)c2cccs2)n1	-2	7	-0.6	99	-5	-6	-28	3	-15
COc1cc2c(cc1OC)C(Nc1ccc(S(N)(=O)=O)cc1)=NC(C)(C)C2	9	6	-1.4	125	-1	-1	10	0	-8
Cc1cc(Cl)ccc1Oc1nc(-c2ccc(F)cc2)ccc1C#N	-15	-3	14	93	-1	-2	-1	6	-10
Cc1ccccc1N=C1Nc2ccccc2CS1	7	4	0.8	104	1	-7	6	-5	-18
O=C(Nc1ccncc1)Nc1ccc(F)cc1F	-2	3	-1.1	107	2	-6	-14	11	-21
Cc1ccc(S(=O)(=O)NCCNC(=O)N2CCOCC2)cc1	3	-2	2.0	106	1	2	-12	1	-4
Cc1ccc(S(=O)(=O)n2nc(OC(=O)C(C)(C)C)cc2N)cc1	6	-4	-0.6	103	1	3	-5	-3	-10
Cc1cccc(NC(=O)CN2C(=O)COc3ccc(Cl)cc32)c1C	11	0	-2.3	99	1	-3	2	2	-6

The list continues.
SMILES	CRFBP-R2 block	IDE cell inh	CRFR2-BP ag	MEKK3 PB1 HTS	IDE act	GalR3 antagonist	PHOSPHO1 inh	M4 PAM	pCIP destab
CN1CCN(C(=S)NC(=O)/C=C/c2ccccc2)CC1	-15	-2	0.8	89	2	-6	17	12	-3
C[C@H]1CN([C@@H](C)CO)C(=O)c2cc(NC(=O)C3CCCCC3)ccc2O[C@H]1CN(C)C(=O)Nc1ccc2c(c1)OCO2	-2	6	0.7	.	6	-2	.	0	.
CC(O)[C@H]1CNC(=O)C(=O)N1CCC12CC3CC(CC(C3)C1)C2 (stereo partly specified)	4	6	-0.8	93	-1	-1	-12	4	8
CN1C(=O)[C@H]2[C@@H](c3ccc(C(F)(F)F)cc3)N[C@]3(CCCN(CC4CCCCC4)C3=O)[C@H]2C1=O	5	.	1.9	.	.	-3	.	5	.
Cc1cccc(OC(C)C(=O)Nc2nc(-c3ccncc3)cs2)c1 (stereo unspecified)	2	.	-0.5	.	0	-2	.	-5	.
COc1ccc(OC)c(NC(=O)c2sc3nc(Cc4ccccc4)cc(C(F)(F)F)c3c2N)c1	-51	-1	42	95	-1	-5	8	-7	-9
O=C(Cn1ccccc1=O)c1cccs1	-10	-3	0.4	107	6	3	-3	2	-28
Cc1cc(O)c(-c2cc(C(=O)Nc3sc4c(c3C(=O)NCc3ccco3)CCC4)[nH]n2)cc1C	-2	4	-0.2	96	-3	-2	50	-2	-6
COc1ccccc1C(=O)N1C(CC(=O)Nc2ccc(C)c(C)c2)C(=O)NC2CCCCC21 (stereo unspecified)	-14	4	-2.1	101	4	3	26	-7	-3
O=C1[C@@H]2[C@H](C(=O)N1CC(O)COCc1ccccc1)C1C=C[C@H]2C1 (stereo partly specified)	-19	.	0.0	.	4	-5	.	3	.
CS(=O)(=O)N(CC(=O)Nc1ccccc1F)C1CCCCC1	10	1	-0.7	101	-2	-10	25	1	10
COCCCN1C(=O)/C(=C/c2ccc(CNS(=O)(=O)c3ccccc3)o2)C(C(=O)OC)=C1C	-2	0	8.6	99	0	-3	15	2	-4
O=C(O)c1cccc(N(CCO)CCO)c1	-6	3	0.0	95	-4	-5	5	10	-5
COc1ccccc1NC(=O)CC(=O)CSc1nnc(-c2ccc(C)cc2)n1C	12	0	0.3	101	2	-1	88*	1	0
O=C(COc1ccc(S(=O)(=O)N2CCOCC2)cc1)N1CCc2ccccc2C1	-6	0	0.7	85	6	-7	22	-6	-10
Cc1c(C(=O)N/N=C/c2ccc(O)c(Br)c2)sc(N)c1C#N	-9	10	0.5	132*	-1	0	6	-7	-16
COC(=O)c1ccc(COC(=O)CNS(=O)(=O)c2ccc(C)cc2)cc1	24	1	-9.3	60	0	-4	-5	0	14
COc1ccc(/C=C(/NC(=O)c2ccco2)C(=O)Nc2cccc(C(=O)O)c2)cc1	3	4	-0.1	101	4	-10	24	1	7
CCn1c(Cc2ccccc2)nnc1SCC(=O)Nc1ccccc1N1CCOCC1	-18	3	-3.5	88	-2	1	3	-3	-10
Cc1nc(N)nc(OCC(F)(F)C(F)F)c1Br	-9	-1	-1.0	101	-5	-5	46	-2	3
Cc1oncc1C(=O)NC(C)C	10	3	-0.5	103	7	-5	1	-1	1
COc1ccccc1Nc1nc(N)nc(-c2oc3ccccc3c2C)n1	5	-3	4.0	103	4	-2	11	-1	-4
CCOC(=O)C1=C(C)NC(=O)NC1/C(C)=C/c1ccccc1 (stereo unspecified)	7	6	-0.1	110	-6	-7	-28	12	0
Oc1c(C(c2ccccc2)N2CCCCC2)ccc2ccccc12 (stereo unspecified)	-11	.	-0.5	.	.	-5	.	-4	.
Nn1c(COc2ccccc2)nnc1SC(F)F	-1	2	0.5	108	4	-5	24	-2	-8

(further entries)
SMILES	CRFBP-R2 block	IDE cell inh	CRFR2-BP ag	MEKK3 PB1 HTS	IDE act	GalR3 antagonist	PHOSPHO1 inh	M4 PAM	pCIP destab
O=C(CCCc1ccccc1)Nc1cccc([N+](=O)[O-])c1	8	1	0.3	96	4	-4	5	-6	12
COc1ccccc1-n1c(C)cc(SC)c(C(C)=O)c1=S	-22	-5	1.5	93	1	-2	40	12	4
CCC[C@@H]1C[C@@H](C(=O)N[C@H]([C@@H](C)O)[C@H]2O[C@H](SC)[C@H](O)[C@@H](O)C2O)N(C)C1 (stereo partly specified)	-6	-1	-1.1	93	5	-2	8	-6	0
CN(C)C(=O)c1ccc(N=Nc2c(O)c3ccccc3[nH]c2=O)cc1	7	.	-2.6	.	3	-4	.	1	.
COC(=O)CN1C(C)=Nc2ccc(Br)cc2C1c1ccccc1 (stereo unspecified)	-10	1	1.1	105	4	-6	-21	0	-7
CCOC(=O)Cn1nc(NC(=O)c2cc(OC)cc(OC)c2)cc1C	11	6	-0.6	101	3	0	-6	1	-4
Cc1ccc(NC(=O)C2CCN(S(C)(=O)=O)CC2)c(C)c1	7	.	-0.2	105	-5	-2	-6	-2	4
O=C(NCc1ccco1)C(c1ccccc1)N(Cc1ccccc1)C(=O)Cn1nnc2ccccc21 (stereo unspecified)	-7	1	0.6	106	1	-6	-13	-10	2
Cn1cc(C(=O)NCc2ccc(F)cc2)cn1	-1	-3	2.1	104	7	0	-29	3	1
O=C(Nc1ccc2[nH]c(=O)[nH]c2c1)c1ccc(Br)o1	-5	-9	0.7	100	7	2	48	-8	-11
O=C(COc1ccc2ccccc2c1)Nc1cccnc1Cl	-3	3	-0.4	100	-3	-9	31	-8	0
O=C(NCc1cccnc1)c1ccc2c(c1)N(Cc1ccccc1)CCS2	10	7	-1.0	87	5	2	-15	-21	7
CCOC(=O)/C(=C\c1ccc(OC(F)F)cc1)C1=Nn2c(nnc2-c2ccc(Cl)cc2)SC1	-49	-2	19	102	0	.	-11	9	3
CCCCSc1nc2c(c(=O)n1CC)SC(C)C2 (stereo unspecified)	18	6	-0.7	108	-3	.	-2	-5	-6
Cc1ccc(Cn2c(Sc3ncccn3)nc3c2c(=O)[nH]c(=O)n3C)cc1	-4	-1	-1.0	101	3	-3	14	3	4
COc1ccc(C(=O)NC(C)Cc2c[nH]c3ccccc23)cc1 (stereo unspecified)	-16	.	3.0	.	.	-8	.	1	.
Cc1ccc(Cn2ccc(NC(=O)c3nn(C)cc3[N+](=O)[O-])n2)cc1	15	3	-1.4	100	0	0	4	4	6
O=C(c1ccc2nc3ccc(Cl)cc3c(=O)n2c1)N1CCOCC1	-10	8	0.5	110	1	-2	22	-2	-3
Cc1ccc(N=Nc2c(N)nn(-c3ccccc3)c2N)cc1	-31	3	0.9	103	-5	-12	-5	-4	0
CCN(CC)CCOC(=O)c1ccc(NC(=O)CNC(=O)c2ccccc2)cc1	18	5	-1.5	99	1	-3	-12	-2	-9
Cc1noc(C)c1COC(=O)CCc1ccc(S(=O)(=O)N2CCCCC2)cc1	18	6	2.3	108	2	-2	23	0	-5
Cc1ccc(S(=O)(=O)/N=C2\SC(CC(=O)Nc3ccc(F)cc3)C(=O)N2c2ccccc2)cc1 (stereo unspecified)	-11	-2	-2.4	95	3	-4	18	1	-6
O=C(NCc1nc(-c2ccc(C(F)(F)F)cc2)no1)Nc1cc(Cl)cc(Cl)c1	-11	5	5.0	136*	-2	-3	37	-13	-3
C/C(=N\NC(=O)c1cccc(S(=O)(=O)N2CCOCC2)c1)c1ccco1	7	5	-1.1	101	6	-4	35	-7	-6
COc1ccc(N2CCN(Cc3nc4scc(-c5ccccc5)c4c(=O)[nH]3)CC2)cc1	-7	1	5.5	96	0	-4	15	9	-15

Rewritten with values under each structure: part of the list above
Values run as follows: CRFBP-R2 block	IDE cell inh	CRFR2-BP ag	MEKK3 PB1 HTS	IDE act	GalR3 antagonist	PHOSPHO1 inh	M4 PAM	pCIP destab
- CCCCSc1nc2c(c(=O)n1CC)SC(C)C2 (stereo unspecified)
→ 18	6	-0.7	108	-3	.	-2	-5	-6
- Cc1ccc(Cn2c(Sc3ncccn3)nc3c2c(=O)[nH]c(=O)n3C)cc1
→ -4	-1	-1.0	101	3	-3	14	3	4
- COc1ccc(C(=O)NC(C)Cc2c[nH]c3ccccc23)cc1 (stereo unspecified)
→ -16	.	3.0	.	.	-8	.	1	.
- Cc1ccc(Cn2ccc(NC(=O)c3nn(C)cc3[N+](=O)[O-])n2)cc1
→ 15	3	-1.4	100	0	0	4	4	6

Bioassay records deposited in PubChem by several laboratories.
